p53ts 39C kill – kills p53ts cells at the nonpermissive temperature; 130,000 compounds, 1.5% hits; AID 902; H1299-p53A138V viability at 39C, ATP luminescence, 24 h; Potency, µM (doses to about 46.1 µM), without a hit: at the highest dose activity change, negative = cell killing, most hits filed as cytotoxic; further: nearly all actives have a fitted effect of over 55% in size
IkB signaling – IkB pathway inhibition in ABC-DLBCL cells | ABC-DLBCL IkBa-CBG/CBR dual luciferase ratio, 4 h; response scale: scaled: untreated 0%, proteasome inhibitor 100% | Potency, µM (doses to about 57.1 µM), inactives show at the highest dose IkBa stabilization activation | 110,000 compounds, 0.04% hits | AID 445; active means well fitted curve in the direction sought with a large enough effect in the signal ratio, not every such curve was filed as active; inconclusive means small, poorly fitted or top-dose-only effect, or a change in a side signal; the % refers to the signal ratio;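 further: the direction sought is a rising ratio; 0% = basal untreated cells and 100% = reference inhibitor full response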
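Curves were fitted separately to fusion (green), unfused (red) and ratio luminescence, then classed by r2, magnitude and activity. Cells: OCI-Ly3, 4 h compound plus doxycycline at 37C; 10 uM MG-132 defined full response.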
p53ts 32C tox – p53ts cell cytotoxicity, permissive temperature | H1299-p53A138V at 32C, ATP luminescence viability, 24 h | Potency, µM (doses to about 46.1 µM), for the others: at the highest dose activity change, negative = cytotoxicity, usual class: cytotoxic | 130,000 compounds, 0.93% hits;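 further: 0% = DMSO and -100% = full killing by reference compound; nearly all actives have a fitted effect of over 55% in size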
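Viability by ATPlite luminescence after 24 h compound treatment (up to 46 uM) at the permissive 32C. Cells are H1299 carrying p53 A138V. Scale runs from DMSO basal to 100 uM tamoxifen as full kill; AC50 from Hill fits.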
Peg3 imprint – inducers of genomic imprint erasure in mouse ES cells; 110,000 compounds, 0.02% hits; Potency, µM (doses to about 60.7 µM), for inactives: at the highest dose activity change, positive = activation, actives largely listed as activators; AID 1948; mouse ES Peg3-LacZ reporter, beta-gal luminescence, 40 h;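 further: 0% = negative control wells on the plate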
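Imprint erasure is scored as LacZ activity from the silenced maternal Peg3 allele in feeder-free female ES cells cultured 40 h with LIF. Luminescence is normalized to in-plate negative controls and fitted to the Hill equation.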
Active calls of the source: *; ? = inconclusive; · = no result given; & = joins results of further samples; [ ] = dose if it differs, or a comment. Unless noted, the call rests on the fitted dose curve; in most records, active means well fitted curve in the direction sought with a large enough effect; inconclusive means small, poorly fitted or top-dose-only effect, or another doubt; inactive means no such curve, though single readings can be large; an effect the other way counts as inactive or inconclusive. Unless noted, on the % scale 0 is the no-effect control and ±100 the full control effect; potency means the concentration at half of the fitted maximal effect.

Below each SMILES – p53ts 39C kill	IkB signaling	p53ts 32C tox	Peg3 imprint
> O=c1[nH]c(SCc2ccc(F)cc2)nc2c1CCCC2
 : -24%	-0.5%	1%	-8%[10.9 µM]
> CCOc1ccc(NC2SC(=O)N(Cc3ccccc3)C2=O)cc1 (stereo unspecified)
 : 9%	8.9%	3%	-9%[10.9 µM]
> CCC1CCCCN1C(=O)c1nn(-c2ccc(C)cc2)c(=O)c2c1c1ccccc1n2C (stereo unspecified)
 : 24%	-2.9%	3%	29%[10.9 µM]
> Cc1[nH]c(=O)[nH]c(=O)c1S(=O)(=O)NCCOC12CC3CC(CC(C3)C1)C2
 : -7%	-0.9%	-1%	-9%
> Cc1nnc(SCC(=O)N2CCC(Cc3ccccc3)CC2)n(N)c1=O
 : 5%	0.3%	1%	-16%
> CCOC(=O)c1ccccc1NC(=O)COC(=O)CC(C)(C)CC1=NS(=O)(=O)c2ccccc2N1
 : 14%	?	10%	-14%[10.9 µM]
> CCc1nc(Cl)c(C#N)c2c1CSC(C)(C)C2
 : 3%	·	0%	·
> CCN(CC)C(=O)CSc1nc2sc(C)c(C)c2c(=O)[nH]1
 : 23%	-4.6%	3%	-6%
> Cc1ccc(CNC(=O)c2cc3cc(C)ccc3n2C)cc1
 : -23%	-1.9%	?	-16%[10.9 µM]
> Cc1cccc(Cl)c1OCCCCn1ccnc1
 : -4%	1.2%	-3%	-1%
> Cc1ccc2nc(CSc3nnc(NC(=O)C(C)C)s3)cc(=O)n2c1
 : 25%	-0.3%	0%	-11%[10.9 µM]
> COc1cccc(-c2nccc(NCc3ccccc3)n2)c1
 : 13µM*	-1.2%[11.4 µM]	20µM*	-13%
> O=C(CSc1nnc2scc(-c3ccccc3)n12)c1ccc2c(c1)OCCO2
 : -14%	-1.8%	7%	-4%
> Cc1cc(NC(=O)CSc2nnc(COc3cccc(C)c3C)n2Cc2ccco2)no1
 : 7%	0.0%	2%	-1%
> CCCS(=O)(=O)N1CCCC(C(=O)NCCN2CCOCC2)C1 (stereo unspecified)
 : -3%	2.0%	6%	-8%
> O=C(CN1CCSc2ccccc21)NCc1ccccc1F
 : -12%	1.6%	-6%	-15%[10.9 µM]
> CCn1cc(C(=O)NCCCN2CCCC(C)C2)c(=O)c2cc(S(=O)(=O)N(C)C3CCCCC3)ccc21 (stereo unspecified)
 : 3%	-1.8%	-8%	20%[10.9 µM]
> Cc1ccc(OCC(=O)Nc2ccc3c(c2)nc2n3CCOC2)cc1
 : -3%	0.4%	5%	14%
> Cc1ccc(NC(=O)CSc2nc(C)c(Cc3ccccc3)c(=O)[nH]2)cc1C
 : -14%	4.4%	19%	-4%[10.9 µM]
> COc1ccc(CC(=O)NC(CC(=O)O)c2ccc(OC)cc2)cc1 (stereo unspecified)
 : -5%	-1.8%	6%	-10%
> COc1cccc(N2C(=O)CC(N3CCN(S(=O)(=O)c4ccccc4)CC3)C2=O)c1 (stereo unspecified)
 : -5%	0.2%	-13%	-13%
> Cc1c(C(=O)N2CCCC2)oc2c1-c1nn(CC(=O)NCc3ccc(OC(C)C)cc3)cc1CC2
 : 9%	-2.4%	14%	-16%[10.9 µM]
> O=S(=O)(NCCCN1CCN(c2ccccc2F)CC1)c1cccc2cccnc12
 : 19%	1.5%	-11%	-17%
> COc1cccc(C2C(C(=O)Nc3ccc(C)cc3C)=C(C)Nc3c(C(=O)Nc4cccc(C)c4)cnn32)c1OC (stereo unspecified)
 : -18%	?	21%	8%[10.9 µM]
> S=c1[nH]nc(C23CC4CC(CC(C4)C2)C3)n1Cc1ccco1
 : -11%	3.6%	0%	-23%
> CCC(C(=O)NC(C)CCc1ccco1)n1nc(C)n2c(cc3occc32)c1=O (stereo unspecified)
 : -4%	·	12%	·
> CCCCn1c(SCC(=O)c2ccccc2)nc2c(sc3ccccc32)c1=O
 : -18%	-3.2%	12%	-10%[10.9 µM]
> CCOc1ccccc1-n1c(SCC(N)=O)nnc1-c1ccccc1
 : 3%	1.0%	-1%	-2%
> COc1cccc(CNC(=O)C2CCCN(S(=O)(=O)c3c(C)n[nH]c3C)C2)c1 (stereo unspecified)
 : -3%	4.1%	7%	3%
> CCSC1=NC2(CCN(C(=O)NC3CCCCC3)CC2)N=C1c1ccc(C)c(C)c1
 : -6%	?	14%	-8%[10.9 µM]
> Cc1ccc2[nH]c(=O)c(C(c3nnnn3C3CCCC3)N(Cc3cccnc3)Cc3ccco3)cc2c1 (stereo unspecified)
 : -7%	?	?	·
> Cc1occc1-c1nnc(SCC(=O)Nc2ccccc2)n1Cc1ccccc1
 : -9%	?	-6%	-2%
> Cc1ccc(-c2nc3ccccc3o2)cc1NC(=O)Cc1ccc(Cl)cc1
 : 4%	?	4%	15%[10.9 µM]
> Cc1ccc(-c2nc3n(n2)Cc2ccccc2-3)cc1
 : 6.3µM*	·	8.9µM*	·
> CC(C)(C)NC(=O)CSc1nnc(-c2ccco2)n1Cc1ccco1
 : -8%	1.9%	12%	?
> O=C(c1cc2ccccc2oc1=O)N1CCN(CCc2ccccc2)CC1
 : -4%	·	4%	·
> Cn1cnc([N+](=O)[O-])c1Sc1nc(N)nc2c1ncn2Cc1ccccc1
 : 7%[9.22 µM]	1.7%[11.4 µM]	10%[9.22 µM]	3%[10.9 µM]
> O=C(Nc1ccccc1)N(Cc1c[nH]c2ccccc12)C1CCCCCC1
 : -21%	?	5%	-16%[10.9 µM]
> CC(=O)N1CCN(c2ccc(OC[C@H]3CO[C@](Cn4ccnc4)(c4ccc(Cl)cc4Cl)O3)cc2)CC1
 : 4%	?	9%	-13%&-9%&-10%
> CC1(C)CC(NC(=O)c2coc(=O)c(Br)c2)CC(C)(C)N1
 : 53%[activator]	?	4%	-21%
> CCOC(=O)N1CCC(NC(=O)CCC(=O)N2CCOc3ccccc32)CC1
 : -3%	-1.3%	7%	-10%
> Cc1ccc(C)c(N2CCN(C(=O)C3CCCN(S(=O)(=O)c4cnc[nH]4)C3)CC2)c1 (stereo unspecified)
 : -6%	2.2%	-6%	-12%
> CCc1ccc(NC(=O)CSc2nc(-c3ccccc3)no2)cc1
 : -22%	-1.1%	0%	-13%[10.9 µM]
> CCC1CN(C(=O)N2CCC(C(=O)N3CCN(c4ccccc4)CC3)CC2)c2ccccc2O1 (stereo unspecified)
 : ?	-0.3%	7%	-15%[10.9 µM]
> CCc1nnc(NC=C2C(=O)OC(C)(C)OC2=O)s1
 : -12%	-0.3%	-16%	-4%
> CC(=O)OC[C@@H]1O[C@H](CCO/N=C(\C)CCN2CCCc3nc(C)c(C)cc32)C=C[C@@H]1OC(C)=O
 : 6%[9.22 µM]	·	6%[9.22 µM]	·
> CCCc1nn2c(=O)cc(COC(=O)c3cccs3)nc2s1
 : 7%	61%	-6%	-10%[10.9 µM]
> CC(=O)/C(C(=N)N1CCN(c2cccc(Cl)c2)CC1)=C(\C)O
 : 4%	2.0%	3%	-14%
> CCCCN(CC)CCNC(=O)Cn1cc2c(n1)-c1c(oc(C(=O)N3CCCC3)c1C)CC2
 : 6%	0.0%	3%	-17%[10.9 µM]
> COc1cccc(-n2c(SCC(=O)c3ccccc3)nc3c([nH]c4ccccc43)c2=O)c1
 : -3%	2.3%	0%	6%[10.9 µM]
> COc1ccccc1N1CCN(C(CNC(=O)C(=O)NCCN(C)C)c2cccnc2)CC1 (stereo unspecified)
 : 3%	-0.2%	10%	16%[10.9 µM]
> CCOCCCNC(=O)c1cc2c(=O)[nH]c3ccccc3c2n1C
 : 47%[activator]	-3.7%	6%	23%[10.9 µM]
> CCc1nn(CCCC(=O)N2CCN(c3ccc(OC)cc3)CC2)c(=O)c2cc3occc3n12
 : -16%	?	4%	-10%[10.9 µM]
> COc1cc(C2NC(=O)N(C)C3=C2C(=O)CCC3)cc(OC)c1OC (stereo unspecified)
 : 4%	0.5%	7%	12%
> CC1=NN(C(=O)c2ccncc2)C(=O)[C@@H]1N=Nc1ccc2ccccc2c1
 : -10%[9.22 µM]	18%[11.4 µM]	-7%[9.22 µM]	-64%[inhibitor][10.9 µM]
> Cc1oc2ccc(O)c(CN3CCCC3)c2c1C(=O)Nc1cccc(Cl)c1C
 : -18%	-0.9%	-2%	-7%[10.9 µM]
> Cc1ccc(CNC(=O)c2cc(C3CC3)nc3c2c(C)nn3-c2cccc(Cl)c2C)cc1
 : -4%	-3.4%	8%	9%[10.9 µM]
> Cc1cc2c(cc1NS(=O)(=O)c1ccc(F)cc1)n(C)c(=O)c(=O)n2C
 : 7%	1.1%	18%	-10%[10.9 µM]
> COc1ccc(-c2nsc3c(N4CCN(C(=O)c5ccco5)CC4)ncnc23)cc1
 : 4%	-2.6%	-4%	·
> Cc1c(Cl)cccc1NC(=O)C[C@H]1Sc2ccccc2NC1=O
 : -2%[9.22 µM]	-1.3%[11.4 µM]	1%[9.22 µM]	-13%[10.9 µM]

Three compounds out of the list above, sorted by their value in IkB signaling, lowest first:
SMILES | IkB signaling
CCc1ccc(NC(=O)CSc2nc(-c3ccccc3)no2)cc1 | -1.1%
Cc1cc2c(cc1NS(=O)(=O)c1ccc(F)cc1)n(C)c(=O)c(=O)n2C | 1.1%
COc1cccc(-n2c(SCC(=O)c3ccccc3)nc3c([nH]c4ccccc43)c2=O)c1 | 2.3%

Additional structures
Below each SMILES – p53ts 39C kill	IkB signaling	p53ts 32C tox	Peg3 imprint
> O=S1(=O)NC(=NCc2ccco2)c2ccccc21
 : 8%	0.1%	6%	-12%
> COc1ccc(OC)c(Nc2sc(C(=O)c3ccccc3)c(N)c2S(=O)(=O)c2ccccc2)c1
 : -5%	0.8%	9%	-13%[10.9 µM]
> Cc1ccc(-n2cnc3cc(C(=O)NCc4ccc(F)cc4)ccc32)c(C)c1
 : -8%	1.5%	4%	-12%[10.9 µM]
> Cc1ccc(NC(=O)COc2ccc3oc4c(c3c2)CCCC4)cc1C
 : -10%	8.4%	-11%	-7%[10.9 µM]
> COc1ccc(S(=O)(=O)Cc2ccc(C(=O)N3CCN(c4ccccc4F)CC3)o2)cc1
 : -3%	0.9%	5%	-10%
> CN1CCN(c2ccc(NC(=O)COc3ccc(Cl)cc3Cl)cc2)CC1
 : -10%	0.2%	-13%	-1%
> CCc1nn(CC(=O)N(C)Cc2ccccc2)c(=O)c2cc3sccc3n12
 : -14%	2.3%	-7%	-5%[10.9 µM]
> CCOC(=O)N1CCN(C(=O)c2ccc(Cl)c(S(=O)(=O)N3CCOCC3)c2)CC1
 : -7%	0.6%	1%	12%
> Nc1nnc(SCC(=O)N2CCN(c3ccccc3)CC2)n1-c1ccccc1
 : 6%	-0.3%	7%	-14%
> N#Cc1ccc(C23CC4(C2)[C@H](CN(CC2CCCCC2)[C@@H]4c2ccccc2)C3c2ccccc2)cc1 (stereo partly specified)
 : -12%	·	-6%	-6%
> CC(C)(C)C1CCc2c(sc3nc(-c4cc5cc(Cl)ccc5oc4=O)[nH]c(=O)c23)C1 (stereo unspecified)
 : -17%	1.5%	-10%	-4%[10.9 µM]
> O=C(O)c1ccncc1.O=C(O)c1ccncc1.[NH2-].[NH2-].[Pt]
 : 5%[9.22 µM]	0.7%[11.4 µM]	2%[9.22 µM]	-9%[10.9 µM]
> CC(=O)c1ccc(NC(=O)c2cccc(NC(=O)N3CCSc4ncccc43)c2)cc1
 : ?	?	-22%	1%[10.9 µM]
> CCc1nnc(NC(=O)CSc2nc3c([nH]c4ccccc43)c(=O)n2-c2ccc(F)cc2)s1
 : ?	0.1%	0%	-15%[10.9 µM]
> COc1cccc(-c2n[nH]c3c2C(c2cccc(O)c2)N(C)C3=O)c1 (stereo unspecified)
 : 4%	?	5%	-8%[10.9 µM]
> Cn1c(=O)c(-c2cccc(C#N)c2)nc2cnc(Oc3ccccc3)nc21
 : 1%	1.8%[11.4 µM]	3%	4%
> Nc1c(C(=O)NCc2ccc(Cl)cc2)sc2nc(-c3ccc(F)cc3)ccc12
 : 9%	1.9%	9%	-4%[10.9 µM]
> COCCn1nnnc1C(c1ccc2ncccc2c1)N1CCc2ccccc21 (stereo unspecified)
 : 0%	0.1%	15%	-4%
> COCCn1c(=O)[nH]c2cc(C(=O)NCCN3CCN(c4ccc(OC)cc4)CC3)ccc2c1=O
 : 21%	-0.3%	4%	-16%
> CCCNS(=O)(=O)c1ccc(CCC(=O)N2CCCCC2)cc1
 : -3%	?	-8%	-12%
